# Assay outcomes: PubChem BioAssay, National Center for Advancing Translational Sciences (NCATS)
# Pol eta inh = qHTS for Inhibitors of Polymerase Eta. DNA polymerase eta (Homo sapiens), Q9Y253. recombinant Pol eta, fluorescent DNA replication assay. Potency, µM (titrated, usually from 114 µM), inactives show at the highest dose activity change, negative = inhibition, actives largely listed as inhibitors. actives 1.2% (n = 390,000). AID 588591, 2011; note: potency is the fitted concentration of half-maximal effect; % is set by controls: 0 for no effect and ±100 for the full control effect
#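 Pol eta (10 nM) was preincubated with compounds for 15 min at room temperature, after which fluorescent replication substrate (50 nM final) was added to start the reaction. Fluorescence was read kinetically at 0 and 10 min.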
# ALOX12 inh = Primary qHTS assay for inhibitors of human arachidonate 12S-lipoxygenase (ALOX12): Round 2. Polyunsaturated fatty acid lipoxygenase ALOX12 (Homo sapiens), P18054. Potency, µM (top dose mostly 108 µM), for the others: at the highest dose activity change, negative = inhibition, actives largely listed as inhibitors. purified 12hLO, xylenol orange hydroperoxide absorbance. actives 1.1% (n = 580,000); note: potency is the fitted concentration of half-maximal effect; % is set by controls: 0 for no effect and ±100 for the full control effect
#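 Purified human 12hLO (150 nM final) in 25 mM Hepes, 0.01% Triton X-100, pH 7.0 was preincubated 15 min at room temperature with compound. Then 40 uM arachidonic acid was added, 30 min. Hydroperoxide was read by Fe-XO absorbance ratio 573/405 nm.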
# LDHA block = qHTS assay for inhibitors of human lactate dehydrogenase | activity change, % (values are at about 110 or 230 µM) | actives 0.15% (n = 480,000) | purified LDHA, NADH/diaphorase-resazurin fluorescence; hits give low values | L-lactate dehydrogenase A chain (Homo sapiens), P00338; in the data active = activity change below about -30%; inconclusive = mostly about -25% to -30%;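 note: plate controls were DMSO wells for no effect and wells without enzyme for full effect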
#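 Resorufin fluorescence (ex540/em590), read at 0 and 20 min after diaphorase/resazurin addition, reports the NADH left after a 5 min room-temperature reaction of 2 nM human LDH5 with 0.06 mM NADH and 0.2 mM pyruvate.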
# Apoferritin bind = qHTS Assay for Identification of Novel General Anesthetics. Ferritin light chain (Equus caballus), P02791. apoferritin/1-aminoanthracene competitive binding, fluorescence. Potency, µM (highest dose often 77.5 µM), inactives show top-dose activity change, negative = displacement, most hits filed as inhibitors. actives 0.074% (n = 350,000); note: potency is the fitted concentration of half-maximal effect; % is set by controls: 0 for no effect and ±100 for the full control effect; nearly all actives have a fitted effect of over 20% in size
# Target sequence (P02791 2-175 limits assumed): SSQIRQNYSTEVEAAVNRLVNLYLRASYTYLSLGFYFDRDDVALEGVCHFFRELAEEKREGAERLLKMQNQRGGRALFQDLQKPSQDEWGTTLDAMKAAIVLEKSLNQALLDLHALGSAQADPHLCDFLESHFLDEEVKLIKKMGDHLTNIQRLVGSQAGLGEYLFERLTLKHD
#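 Read-out: endpoint 1-AMA fluorescence, excitation 380 nm and emission 535 nm, after compounds sit 10 min at room temperature with 10 uM horse-spleen apoferritin in 50% saturated 1-AMA/PBS. Values come from four-parameter Hill fits.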
# RGS4 inhibitor = Inhibitors of Regulator of G Protein Signaling (RGS) 4: qHTS; Regulator of G-protein signaling 4 (Homo sapiens), P49798; Transcreener GDP fluorescence polarization, RGS4-accelerated GTP hydrolysis; Potency, µM (titrated, usually from 114 µM), for the others: at the top dose activity change, negative = inhibition, actives largely listed as inhibitors; actives 0.039% (n = 390,000); AID 504845, 2011; note: potency is the fitted concentration of half-maximal effect; % is set by controls: 0 for no effect and ±100 for the full control effect; nearly all actives have a fitted effect of over 75% in size; some results filed as inactive show a strong effect at the top dose
# Target sequence (P49798 whole entry, looked up): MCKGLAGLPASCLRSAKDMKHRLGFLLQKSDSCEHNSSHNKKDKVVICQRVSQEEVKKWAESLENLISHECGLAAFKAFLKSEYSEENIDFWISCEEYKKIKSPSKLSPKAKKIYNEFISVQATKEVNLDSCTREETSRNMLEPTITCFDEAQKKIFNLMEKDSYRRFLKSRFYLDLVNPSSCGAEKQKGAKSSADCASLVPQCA
#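 MLSMR compounds (23 nl, pin-transferred) preincubated 10 min at room temperature with a 500nM (2x) first reagent, then RGS4 at 900nM (2x) plus Transcreener GDP mix added; fluorescence polarization (620/688 nm) read before and after 90 min at 30 °C.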
# APEX1 inh = qHTS Assay for Inhibitors of the Human Apurinic/apyrimidinic Endonuclease 1 (APE1) | Potency, µM (highest dose often 65.8 µM), without a hit: at the top dose activity change, negative = inhibition, actives largely listed as inhibitors | actives 0.35% (n = 350,000) | AID 2517, 2012 | recombinant APE1, TAMRA/BHQ-2 abasic DNA cleavage fluorescence | DNA repair nuclease/redox regulator APEX1 (Homo sapiens), P27695;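 note: potency is the fitted concentration of half-maximal effect; plate controls were vehicle for no effect and reference inhibitor for full effect; nearly all actives have a fitted effect of over 55% in size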
# Target sequence (P27695 whole entry, looked up): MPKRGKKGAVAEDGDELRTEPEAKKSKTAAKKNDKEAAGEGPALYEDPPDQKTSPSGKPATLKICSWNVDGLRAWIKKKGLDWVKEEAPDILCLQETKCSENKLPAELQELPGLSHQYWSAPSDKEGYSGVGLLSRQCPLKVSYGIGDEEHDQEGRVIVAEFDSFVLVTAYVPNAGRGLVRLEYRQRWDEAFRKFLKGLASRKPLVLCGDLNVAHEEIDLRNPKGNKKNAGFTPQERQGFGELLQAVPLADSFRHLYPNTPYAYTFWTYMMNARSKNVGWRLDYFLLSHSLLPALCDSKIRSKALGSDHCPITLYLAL
#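 Endonuclease cleavage of a quenched abasic-site DNA duplex (50 nM) by APE1 (0.75 nM) was tracked by TAMRA dequenching. Compounds were preincubated with enzyme 15 min at room temperature; data normalized to buffer-only and DMSO wells plus NSC13755 control.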
# Pol kappa inh = qHTS for Inhibitors of Polymerase Kappa; DNA polymerase kappa (Homo sapiens), Q9UBT6; purified Pol kappa, fluorescent DNA synthesis assay, 10 min; Potency, µM (doses to about 107 µM), for the others: at the highest dose activity, negative = inhibition, most hits filed as inhibitors; actives 0.53% (n = 400,000); AID 588579, 2011; note: potency is the fitted concentration of half-maximal effect; % is set by controls: 0 for no effect and ±100 for the full control effect
#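 First, compounds were pin-transferred onto 10 nM Pol kappa. After 15 min at room temperature, substrate was added to 50 nM final. Fluorescence was then measured kinetically at 0 and 10 min.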
# ERG-DNA inh = qHTS for Small Molecule Inhibitors of the ERG Ets/DNA interaction; Potency, µM (series often up to 76.9 µM), for inactives: at the top dose FP activity, negative = inhibition, usual class: inhibitors; actives 0.028% (n = 370,000); fluorescence polarization, His-ERG Ets domain / labelled DNA; AID 624246, 2012; active = well fitted inhibition curve with a large enough effect in the polarisation, with a control signal flat; inconclusive = small, poorly fitted or top-dose-only effect, or effect the other way, or a change in a side signal; inactive = no such curve, though single readings can be large or run the other way; the % refers to the polarisation;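 note: polarization taken with two DNA probes labelled with fluorescein and Texas red; potency is the fitted concentration of half-maximal effect; % of control where 0% means no effect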
#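 His-tagged ERG Ets domain (1 uM in the protein solution; 300mM KCl, 50mM Tris-HCl, 1mM EDTA, 1mM DTT, pH 7.5) received compound, then a probe mix of 5 nM fluorescein-DNA and 100nM Texas-615-DNA. Fluorescence polarization was read for both dyes.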
# Pol beta inh = qHTS Assay for Inhibitors of DNA Polymerase Beta; P06746; Potency, µM (series often up to 114 µM), for the others: at the top dose activity change, negative = inhibition, usual class: inhibitors; AID 485314, 2010; Pol beta primer extension/strand displacement, fluorescence kinetic; actives 1.3% (n = 340,000); note: potency is the fitted concentration of half-maximal effect; % is set by controls: 0 for no effect and ±100 for the full control effect
#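 Reaction started by 50 nM substrate onto compound-treated Pol beta (10 nM, 15 min preincubation, room temperature); plates read at 0 min and 10 min. Normalized concentration-effect data fitted by four-parameter Hill equation.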
# Active calls of the source: *; ? = inconclusive; . = no result given; & = joins results of further samples; [ ] = another dose, or the depositor's remark. Unless noted, calls come from the whole dose curve; as a rule, active = well fitted curve in the direction sought with a large enough effect; inconclusive = small, poorly fitted or top-dose-only effect, or another doubt; inactive = no such curve, though single readings can be large; an effect the other way counts as inactive or inconclusive.
SMILES,Pol eta inh,ALOX12 inh,LDHA block,Apoferritin bind,RGS4 inhibitor,APEX1 inh,Pol kappa inh,ERG-DNA inh,Pol beta inh
COc1ccc2nc(-c3ccccc3)nc(SCC(=O)NCC3CCCO3)c2c1 (stereo not given),-20%,-26%,-15,6%,24%,27%,4%,-3%,27%
CCn1c(COc2cccc(C)c2)nc2ccccc21,-13%&-10%,-2%&2%,-1&-1,?,-1%&15%,6%,-13%[60.1 µM],-3%&2%,3%&-9%
CC(Nc1ccc(Cl)cc1)C(=O)NN (stereo not given),-7%,471%[activator],-8,-12%,-13%,-7%,-5%,-6%,4%
CCOC(=O)N1CCN(C(=O)CCN2C(=O)c3ccccc3S2(=O)=O)CC1,3%,9%,-11,.,11%,-3%,4%,-4%,.
COc1ccccc1Nc1ccc(Nc2ccccc2OC)nn1,-10%,-6%,1,-8%,15%,-11%,-11%,10%,17%[57.1 µM]
O=C(CCCOc1ccccc1)N1CCN(S(=O)(=O)c2cccc(F)c2)CC1,-7%,8%,-4,.,-7%,15%,-13%,3%,.
Cc1cccc(N2C(=O)c3ccc(C(=O)Nc4cccc(C(=O)O)c4)cc3C2=O)c1,-13%,80%[activator],-4,-8%,-4%,10%,2%,-10%,19%
CCOC(=O)c1c(-c2ccco2)csc1NC(=O)COC(=O)c1cnccn1,22µM*,?,1,.,?,-32%,?,4%,.
CC(C)NC(=O)C(=O)NCCN1CCN(C(=O)c2ccc(C(C)(C)C)cc2)CC1,-3%,-8%,-5,-11%,15%,18%,-16%,11%,25%
COC(=O)c1ccc(COn2nnc3ccccc32)cc1,-19%,-13%,-3,-8%,-4%,-2%,-1%,1%,0%
COCCn1c(C)cc(O)c(C(c2ccccc2Cl)N2CCN(c3ccccc3)CC2)c1=O (stereo not given),-12%,0%,1,-2%,2%,.,-8%[60.1 µM],-1%,0%
CC[N+](CC)(CC)CC(=O)Nc1c(C)cccc1C,-2%[57.1 µM],23%,-10,.,14%[56.9 µM],-1%&0%&-1%&-7%&-4%&-3%,-9%[60.1 µM],-3%,15%[57.1 µM]
Nc1ncnc2c1ncn2[C@@H]1O[C@H](COP(=O)(O)OP(=O)(O)CP(=O)(O)O)[C@@H](O)[C@H]1O,.,16µM*,.,-6%,.,4%,3%[19.4 µM],.,.
O=C(COc1ccc(F)cc1Br)N1CCN(S(=O)(=O)/C=C/c2ccccc2)CC1,-26%,-3%,-4,-18%,-16%,-5%,-6%,6%,?
NC(=O)c1cc2ccccc2o/c1=N/NC(=O)c1cccs1,-6%,-9%,-4,-15%,-37%,?,7%,3%,1%
COc1ccc(OC)c(/C=N/N=C2\SCC(=O)N2Cc2ccco2)c1,-4%,-17%,-1,77%[activator],2%,-2%,-5%,-2%,9%
CCC(CO)Nc1nc2ccc(Cl)cc2c2ccccc12 (stereo not given),-21%,?,-1,-6%,7%,-18%,-23%,8%,?
COc1cc(NC(=O)c2ccc(N)nc2)cc(C(=O)Nc2cccc(C(F)(F)F)c2)c1,0%&-8%,?,1&0,-11%,-27%,-2%,3%,18%,4%
CC(=O)c1ccc(NC(=O)c2nc(-c3ccc(Cl)cc3)n3c2CCCCC3)cc1,-22%,-4%,1,4%,-15%,.,-10%,0%,?
COc1cc(O)c(C(=O)/C=C/c2ccccc2)c(OC)c1,-20%,-6%,-1,-10%&1%,-10%,-1%&-10%,-7%[60.1 µM],14%,-3%
COc1ccc(-c2[nH]ncc2CN(C)C(C)c2ccncn2)c(F)c1 (stereo not given),-10%,0%,-12,-4%,-28%,6%,-17%,-1%,-17%
COc1cccc(-n2c(C)nc3cc(C(=O)O)ccc32)c1,0%&9%,-30%&-5%,-3&-10,8%&-9%,-7%&-22%,13%,-6%,0%,17%&0%
Cc1cc(-c2nc(C)c(C(=O)NNS(=O)(=O)c3cccc(C(F)(F)F)c3)s2)no1,-1%,-73%,1,-7%,-1%,8%,-7%,-7%,19%
COc1ccc(CC2(CO)CCN(C/C=C/c3ccccc3OC)CC2)cc1,3%,?,-8,-3%,34%,3%,-13%,-6%,6%
CCN(CC)CCNC(=O)c1cc2c(=O)oc3ccc(C)cc3c2s1,-8%,-30%,-1,-4%,-2%,.,1%,-1%,19%

# In another format: results already given.
# Values run as follows: Pol eta inh, ALOX12 inh, LDHA block, Apoferritin bind, RGS4 inhibitor, APEX1 inh, Pol kappa inh, ERG-DNA inh, Pol beta inh
O=C(COc1ccc(F)cc1Br)N1CCN(S(=O)(=O)/C=C/c2ccccc2)CC1
    -26%, -3%, -4, -18%, -16%, -5%, -6%, 6%, ?
NC(=O)c1cc2ccccc2o/c1=N/NC(=O)c1cccs1
    -6%, -9%, -4, -15%, -37%, ?, 7%, 3%, 1%
COc1ccc(OC)c(/C=N/N=C2\SCC(=O)N2Cc2ccco2)c1
    -4%, -17%, -1, 77%[activator], 2%, -2%, -5%, -2%, 9%
CCC(CO)Nc1nc2ccc(Cl)cc2c2ccccc12 (stereo not given)
    -21%, ?, -1, -6%, 7%, -18%, -23%, 8%, ?
COc1cc(NC(=O)c2ccc(N)nc2)cc(C(=O)Nc2cccc(C(F)(F)F)c2)c1
    0%&-8%, ?, 1&0, -11%, -27%, -2%, 3%, 18%, 4%

# (cont.)
SMILES,Pol eta inh,ALOX12 inh,LDHA block,Apoferritin bind,RGS4 inhibitor,APEX1 inh,Pol kappa inh,ERG-DNA inh,Pol beta inh
O=C(N/N=C/c1ccccc1OCC(=O)N1CCCC1)C(=O)Nc1ccccc1F,-11%,-2%,-8,-6%,2%,13%,-6%,-3%,89%
Fc1ccc(NC(=S)NCCN2CCOCC2)cc1,-6%,0%,-1,-12%,-36%,7%,0%,-1%[15.4 µM],-22%
COc1ccc(Cl)cc1C(=O)OCC(=O)N1CCCC(C)C1 (stereo not given),-20%,?,-6,.,0%,-17%,-9%,3%,.
COCCCNC(=O)Cn1nnc(-c2ccccc2NC(=O)c2ccc(F)cc2)n1,-9%,15%,-3,-6%,-14%,1%,-4%,.,1%
Cc1cccc(-n2ncc3c(NCc4ccco4)ncnc32)c1,-11%,?,-9,3%,-2%,-1%,-13%,6%,1%
CCCC(=O)Nc1cccc(-c2nc3ncccc3o2)c1,-15%,-9%,0,-8%,13%,.,?,-10%,-5%
O=C(/C=C/c1c(Cl)cccc1Cl)NCc1ccccc1,-16%,4%,-13,-7%,16%,0%,-8%,0%,-7%
O=C1C=C(c2ccc3ncccc3c2)C[C@@H](c2ccc3c(c2)OCO3)C1,-15%,-17%,0,.,-12%,30%,5%,6%,.
COc1ccc(-n2c(NC(=O)c3ccco3)c(C#N)c3nc4ccccc4nc32)cc1,20µM*,0%,-1,-11%,15%[11.4 µM],2%,-28%,3%,-117%
COc1cc(C)ccc1OCCON1C(=O)CCC1=O,-13%,-1%,-14,-4%,-18%,4%,-23%,-2%,?
Cc1sc2ncnc(N3CCC(C(=O)Nc4cc(S(C)(=O)=O)ccc4Cl)CC3)c2c1C,-23%,2%,0,.,7%,2%,-5%,7%,.
COc1ccc(NC(C)=O)cc1NC(=O)CSc1nnc(C2CCCCC2)n1N,-9%,10%,4,-7%,-16%,11%,-4%,2%,30%
CN1CCN(c2ccc(NC(=O)c3ccc(Cl)cc3)cn2)CC1,-4%,36%[activator],-11,-5%,11%,-3%,-4%,-5%,39%
CCOC(=O)N1CCN(c2ccccc2O)CC1,2%,-2%,5,-12%,10%,2%,-6%,-1%,30%
CC(C)c1ccc(NC(=O)C(Cc2ccccc2)NS(=O)(=O)c2ccc3c(c2)oc(=O)n3C)cc1 (stereo not given),-6%,0%,-3,-13%,-4%,.,-14%,1%,-9%
COc1ccc(OC)c(-c2cc(C(=O)N3CCOCC3)no2)c1,-18%,-22%,-9,22%,-8%,-10%,-7%,-3%,-1%
Cc1ccc(NC(=O)CN(C)C(=O)CSc2nnc(NC(C)C)s2)cc1,2%,2%,-5,.,-1%,18%,-8%,-5%,.
O=C(O)C(Cc1ccc(O)cc1)N1C(=O)c2c(Cl)c(Cl)c(Cl)c(Cl)c2C1=O (stereo not given),1%,?,-5,.,7%,.,-23%,-2%,.
CCOC(=O)c1sc(NC(=O)OC)c(C(=O)OC)c1C,-14%,4%,-9,-3%,6%,22%,1%,17%,0%

# Only part of the results is shown, so the mix of outcomes need not match the whole.
